# Compound activity from PubChem BioAssay.
# All columns: NCI-60 one-dose screen, growth in % after 48 h at 10 µM unless noted; 100 = growth as untreated, 0 = no growth, -100 = all killed.
# MOLT-4 = MOLT-4 leukemia cells; 80,000 compounds, 6.9% hits; AID 1794779
# RPMI-8226 = RPMI-8226 leukemia cells. AID 1794781. 77,000 compounds, 7.5% hits
# CCRF-CEM = CCRF-CEM leukemia. 77,000 compounds, 7% hits. AID 1794778
# MDA-MB-468 = MDA-MB-468 breast cancer | 78,000 compounds, 8.5% hits | AID 2202374
# MCF7 = MCF7 breast cancer | 82,000 compounds, 6.3% hits
# SR = SR leukemia cells | 73,000 compounds, 8.7% hits
# K-562 = K-562 leukemia | 78,000 compounds, 7.4% hits
# MDA-MB-231 = MDA-MB-231 breast cancer; 81,000 compounds, 5% hits; AID 1794789
# Active calls of the source: *; / = no result given; & = joins results of further samples; ! = repeats disagree. Rule for the calls: active = growth percent below 10; inactive = the rest.
SMILES,MOLT-4,RPMI-8226,CCRF-CEM,MDA-MB-468,MCF7,SR,K-562,MDA-MB-231
COC(=O)C(CC(=O)c1ccc(Cl)cc1)c1ccccc1 (configuration not stated),91,/,93,113,104,80,105,99
COc1cc(/C=C\c2ccc(-c3ccc(-c4ccc(F)cc4)cc3)cc2)cc(OC)c1OC,92,68,76,76,76,68,89,104
CCOC(=O)Cc1ccc(OC)cc1,101,105,101,101,95,/,101,105
CCCCC(O)(CC(=O)OCC)c1ccccc1 (configuration not stated),/,120,/,107,98,96,98,112
NC(=O)c1c(NC(=O)Cc2ccc(Cl)cc2)sc2c1CCCC2,84,109,93,/,88,84,46,110
O=c1nc(-c2ccc(Br)cc2)cc(-c2cn(-c3ccccc3)nc2-c2ccc(OCc3ccccc3)cc2)[nH]1,92,104,103,104,106,92,95,91
CCCCN(CCCC)CC(O)c1ccc(F)c2ccccc12 (configuration not stated),86,86,78,80,89,68,60,53
COc1cc(OC)nc(NC(=O)CNc2nnc(-c3cccnc3SCc3ccccc3)s2)n1,90,93,95,81,97,97,109,71
CCOC(=O)c1sc2ncc(-c3ccc(C)cc3)n2c1C,90,/,90,102,87,112,79,86
CCOC(=O)C1C(=O)C=C(c2ccc3c(c2)OCO3)CC1c1sc(N(C)Cc2ccccc2)nc1Cl (configuration not stated),63,82,96,93,91,76,88,86
COc1ccc(-c2cc(C(=O)N=Nc3c(O)[nH]c4ccccc34)c3ccccc3n2)cc1,45,/,49,-32*,-50*,23,26,-59*
O=C(CC(=O)c1ccc(F)cc1)Nc1ccccc1C(=O)O,104,109,105,101,103,98,98,107
CCN1C(=O)N(CC)C2Nn3c(s/c(=C4\C(=O)N(CCC(C)C)c5ccccc54)c3=O)=NC21 (configuration not stated),85,74,57,12,15,/,26,78
NNC(=O)c1ccc([N+](=O)[O-])cc1,96,110,108,99,99,95,93,117
CCOC(=O)c1ccc(OC)cc1,92,104,105,104,102,86,94,100

# Full records, looked up by structure. Values in the order: MOLT-4	RPMI-8226	CCRF-CEM	MDA-MB-468	MCF7	SR	K-562	MDA-MB-231
# NC(=O)c1c(NC(=O)Cc2ccc(Cl)cc2)sc2c1CCCC2 in the list: 84	109	93	/	88	84	46	110
# CCN1C(=O)N(CC)C2Nn3c(s/c(=C4\C(=O)N(CCC(C)C)c5ccccc54)c3=O)=NC21 (configuration not stated) in the list: 85	74	57	12	15	/	26	78
# CCOC(=O)C1C(=O)C=C(c2ccc3c(c2)OCO3)CC1c1sc(N(C)Cc2ccccc2)nc1Cl (configuration not stated) in the list: 63	82	96	93	91	76	88	86
# O=c1nc(-c2ccc(Br)cc2)cc(-c2cn(-c3ccccc3)nc2-c2ccc(OCc3ccccc3)cc2)[nH]1 in the list: 92	104	103	104	106	92	95	91

# Other results follow:
SMILES,MOLT-4,RPMI-8226,CCRF-CEM,MDA-MB-468,MCF7,SR,K-562,MDA-MB-231
Cc1nc2ccccc2o1,118,128,114,110,92,/,120,98
NC(=O)C(C1=CCCCC1)c1ccccc1 (configuration not stated),87,114,117,114,99,89,91,112
COc1ccccc1NCc1nnc(-c2ccc(Cl)cc2)o1,101,93,95,109,96,92,99,92
COC(=O)/C=C/C(=N/Nc1ccccc1)c1ccccc1,78,80,84,90,95,80,84,91
COc1ccc(/C=C/c2noc(/C=C/c3ccc(OC)c(OC)c3)n2)cc1OC,77,72,/,86,90,65,85,107
CCN(CC)Cc1cc2[nH]c3c4ccc(Cl)cc4ncc3c2cc1OC,40,-39*,-21*!,-26*,64&16,-14*,-45*,-4.7*!
COc1ccc(-c2cc(OC)c(OC)cc2-c2nc(-c3ccccc3)c(-c3ccccc3)n2Cc2ccccc2)cc1OC,26,42,70,54,34,47,36,57
Cc1c(C(N)=O)sc2c1c(=O)n(Cc1ccccc1)c1nnc(Nc3ccccc3)n21,/,148,/,108,100,/,/,105
CCC1(CC)C(=O)N(c2ccccc2)C(=N)N(c2ccccc2)C1=O,113,107,95,108,103,105,94,102
COc1ccc(C(=O)CSc2nccc(Nc3cccc(C(C)=O)c3)n2)cc1,47,58,54,66,88,65,63,73
C(=C\c1cnc2ccccc2n1)/c1ccc2c(c1)OCO2,68,62,74,97,79,95,82,97
N#Cc1ccccc1NC(=O)Nc1ccc(Cc2ccc(NC(=O)Nc3ccccc3C#N)cc2)cc1,98,86,/,95,95,80,90,109
CC1=NN(c2ccc(N)cc2)C(=O)C1,71,105,112,/,87,70,90,105
CCC1CCCCN1C(=O)OCC(C)C (configuration not stated),104,73,/,100,104,102,123,111
CCCCSc1nc(C(=O)O)cc(=O)[nH]1,102,76,98,108,83,116,93,108
COc1ccc(C(=O)CSc2nc(-c3cnccn3)cc(-c3cccs3)c2C#N)cc1,88,80,87,102,89,86,92,70
N#CCc1c(Cl)ccc(Cl)c1Cl,101,95,/,101,101,/,64,97
O=c1c2cccc3c(Nc4ccc(F)cc4)ccc(c32)c2nc3ccccc3n12,90,57,94,-44*,10,/,90,71
Cc1cc(O)cc(C)c1SC#N,72,87,42,60,49,44,16,100
CN(C)/C=C1\Sc2ccc3nsnc3c2N(C)C1=O,96,106,113,116,85,99,91,103
O=C(Nc1cccc(C(=O)O)c1)Nc1nc2ccccc2s1,101,101,102,102,88,109,98,90
c1ccc(-c2oc3ncn4nc(-c5cccnc5)nc4c3c2-c2ccccc2)cc1,95,102,104,94,98,/,94,99
O=S(=O)(O)c1ccc2ccccc2c1O,101,99,103,95,95,102,106,102
O=CCc1ccccc1,96&94,95&97,83&93,98&87,95&93,97&100,99&97,95&108
CNc1c(C)cccc1C,130,125,139,112,109,125,140,98
C=CCOC(=O)OCCO,87,109,102,103,93,86,93,116
OC(c1cccc(OCc2ccccc2)c1)c1nnc(-c2ccccc2)o1 (configuration not stated),105,58,76,65,95,93,91,90
CC1(C2CCCC2)NC(=O)NC1=O (configuration not stated),105,91,95,100,103,/,101,97
c1ccc2c(c1)nc(-c1ccc3c(c1)OCO3)c1cccn12,81,/,/,102,90,64,76,76
CC1=N/C(=C\c2ccc(Cl)cc2)C(=O)N1CCc1ccc(S(N)(=O)=O)cc1,97,100,93,100,95,81,100,108
CC(=O)OCC(=O)[C@@]1(O)CC[C@H]2[C@@H]3CC=C4C=C(OCc5ccccc5)CC[C@]4(C)[C@H]3C(=O)C[C@@]21C,107,98,88,124,112,108,110,116
CCN1Cc2c(/C=C/c3ccccc3)nc3ccc(OC)cc3c2N(c2cccc(Cl)c2)C1,55,-1.3*,59,48,78,12,51,74
Cc1ccc(Cl)cc1NN,76,/,22,86,82,56,15,/
CCCCCOC(=O)c1c(C)[nH]c(/C=C2\N=C(c3ccc[nH]3)C=C2OC)c1C,9.6*,-44*,-13*,/,-61*,-30*,-6.1*,-49*
O=Cc1cccnc1,104,97,101,110,97,116,105,110
CCCCOc1nc2cc(Cl)ccc2cc1-c1cc(-c2ccc(F)cc2)nc(-c2ccc(F)cc2)c1,107,/,98,94,95,105,100,98
COc1cc(/C=N/NC(=O)c2cnn3c2NC(c2ccccc2)C3)cc(OC)c1OC (configuration not stated),81,97,80,63,35,48,32,67
COC(=O)C(C)CN1CCCCCC1 (configuration not stated),105,100,/,96,98,98,105,113
CCCCOC1NC(=O)NC(=O)C1(F)C(=O)OCC (configuration not stated),65&92,53&72,73,101&94,28&47,38,57&88,75&93
O=C(O)c1c(Sc2ccc(F)cc2)c(=O)[nH]c2ccc(Cl)cc12,106,115,107,87,99,/,130,94
COc1ccc(-c2cc(-c3ccc(Cl)cc3)nc(SCCCCCCC(=O)O)n2)cc1OC,99,/,/,110,89,106,95,108
O=C1CCC23OC(C(O)c4ccccc4N12)C(O)C3O (configuration not stated),99,97,103,105,102,101,88,107
Cc1cc(NS(=O)(=O)c2ccc(Nc3nc(/C=C/c4ccc(O)cc4)nc4ccccc34)cc2)no1,103,/,104,113,95,110,99,99
COc1cc2c(c(OC)c1OC)C(=O)CC(c1cccc(N)c1)O2 (configuration not stated),102,127,108,96,99,/,85,105
CC1CCN(Cc2cn(CC(=O)Nc3ccc4c(ccn4Cc4ccccc4)c3)nn2)CC1,89,70,25,72,88,88,79,85
CCOC(=S)SC1CCCC1,93,98,93,91,99,/,105,110
c1cncc(CCc2ccncc2)c1,98,94,95,108,100,/,94,112
CCCS(=O)(=O)Oc1ccc(NC(=O)C23CC4CC(CC(C4)C2)C3)cc1,84,58,88,101,95,87,78,103
Cc1nc(Nc2ccc(NC(=S)Nc3ccccc3)cc2)c2ccccc2n1,86,99,93,109,77,81,78,98
Cc1ccc(NC(=O)c2nc(S(C)=O)oc2-c2ccc(F)cc2)cc1Nc1ccc2ncn(C)c(=O)c2c1 (configuration not stated),60,93,74,105,96,34,72,80
COc1cccc(-c2ccnc(/N=C(\N)Nc3ccc(S(=O)(=O)Nc4nc(C)cc(C)n4)cc3)n2)c1,101,90,98,115,76,100,92,96
CCOC(=O)/C(=C\OC(=O)c1ccccc1)NC(=O)Cc1ccccc1,101,106,87,105,97,96,103,94
COc1cc(/C=C2\C(=O)N(CCOc3cc(O)c4c(=O)cc(-c5ccccc5)oc4c3)c3ccccc32)cc(OC)c1O,52,84,50,90,31,39,23,64
CC(C)CCSc1nc(NN)c(C#N)c(-c2ccccc2)n1,81,92,72,113,98,91,83,85
CCCCCNCC(=O)Nc1ccc(C(=O)OCCCCC)cc1,77,78,77,104,93,56,72,73
Cc1ccc(NC(=O)c2ccco2)c(C)c1,103,100,92,98,93,104,105,93
NC(=N\N=C/c1cccc([N+](=O)[O-])c1)/C(N)=N\N=C/c1cccc([N+](=O)[O-])c1,86,71,/,65,13,71,36,93
COc1ccc(Oc2nc(Nc3ccc(N4CCCCC4)nc3)ncc2NC(=O)c2cc(OC)cc(OC)c2)cc1,/,24,20,23,9.8*,/,19,62
CC(=O)N/C(=C/c1ccccc1)C(=O)O,105,106,117,86,97,91,104,100
Cc1ccccc1-c1cc(-c2cccc(Cl)c2)c(C#N)c(=O)[nH]1,49,55,44,37,27,44,26,84
# More entries
SMILES,MOLT-4,RPMI-8226,CCRF-CEM,MDA-MB-468,MCF7,SR,K-562,MDA-MB-231
Nc1cc(=O)nc2cn[nH]n12,90,103,108,105,99,114,98,124
O=C(CC(=O)c1ccccc1)Nc1ccc([N+](=O)[O-])cc1,78,92,/,106,86,82,57,89
CN1CCN(Cc2ccc(NC(=O)c3cncc(C#Cc4cnc5ccc(N6CCOCC6)nn45)c3)cc2C(F)(F)F)CC1,0.4*,-24*,-2.4*,-71*,-69*,-28*,-0.9*,-56*
N#Cc1ccc(O)c(C2=NCC(C3CCNCC3)O2)c1 (configuration not stated),97,110,103,110,94,94,115,119
COc1ccccc1O,91,119,105,102,102,82,/,115
COC(=O)C1=C(C(C)=O)C(c2ccccc2)C(C#N)=C(N)O1 (configuration not stated),107,88,73,120,93,106,105,109
CN(C)c1ccc(/C=N/NC(=O)CSc2nc3ccccc3c(=O)n2CCc2ccc(S(N)(=O)=O)cc2)cc1,52,48,64,106,77,59,45,88
COc1ccc(/C(C)=N/N=C2C(=O)N(Cc3ccccc3)c3ccccc32)cc1S(N)(=O)=O,70,79,/,56,81,/,67,77
Cc1c(C(=O)NCCC(=O)NO)sc2ncnc(Nc3ccccc3)c12,107,103,101,92,92,105,102,102
CCOC(=O)C1=C(C)N2C(=NC3=C(CCC/C3=C\c3ccc(Cl)cc3)C2c2ccc(Cl)cc2)S1 (configuration not stated),-3.9*,-19*,-17*,4.4*,-44*,-8.5*,-12*,72
NC[C@@H]1O[C@H](O[C@@H]2[C@@H](CO)OC(O[C@@H]3[C@@H](O)[C@H](N)C[C@H](N)[C@H]3OC3O[C@H](CN)[C@@H](O)[C@H](O)[C@H]3N)[C@@H]2O)[C@H](N)[C@@H](O)[C@@H]1O (some centres not stated),112,104,98,110,103,/,113,104
CCCC(=O)Nc1ccn(C2OC(CO)C(O)C2O)c(=O)n1 (configuration not stated),89,88,89,78,89,90,130,102
COc1cc2cc(NCc3cc(Br)c(OCc4ccccn4)c(OC)c3)nc(C)c2cc1OC,34,51,52,49,47,33,56,54
O=[N+]([O-])c1ccc(N=Nc2c(S(=O)(=O)O)cc3cc(S(=O)(=O)O)ccc3c2O)c([N+](=O)[O-])c1,98,105,99,88,97,90,108,95
C/C(Cl)=C\COC1=CC(=O)c2ccccc2C1=O,88,76,68,/,86,63,87,92
Cc1c(Cl)cccc1NC(=O)c1sc2nc3c(cc2c1N)CCCC3,22,33,20,15,16,9.7*,14,49

# In the list so far, these have a COOH group:
SMILES,MOLT-4,RPMI-8226,CCRF-CEM,MDA-MB-468,MCF7,SR,K-562,MDA-MB-231
O=C(CC(=O)c1ccc(F)cc1)Nc1ccccc1C(=O)O,104,109,105,101,103,98,98,107
CCCCSc1nc(C(=O)O)cc(=O)[nH]1,102,76,98,108,83,116,93,108
O=C(Nc1cccc(C(=O)O)c1)Nc1nc2ccccc2s1,101,101,102,102,88,109,98,90
O=C(O)c1c(Sc2ccc(F)cc2)c(=O)[nH]c2ccc(Cl)cc12,106,115,107,87,99,/,130,94
COc1ccc(-c2cc(-c3ccc(Cl)cc3)nc(SCCCCCCC(=O)O)n2)cc1OC,99,/,/,110,89,106,95,108
CC(=O)N/C(=C/c1ccccc1)C(=O)O,105,106,117,86,97,91,104,100

# Structural class, those above containing a nitro group on carbon.
SMILES,MOLT-4,RPMI-8226,CCRF-CEM,MDA-MB-468,MCF7,SR,K-562,MDA-MB-231
NNC(=O)c1ccc([N+](=O)[O-])cc1,96,110,108,99,99,95,93,117
NC(=N\N=C/c1cccc([N+](=O)[O-])c1)/C(N)=N\N=C/c1cccc([N+](=O)[O-])c1,86,71,/,65,13,71,36,93
O=C(CC(=O)c1ccccc1)Nc1ccc([N+](=O)[O-])cc1,78,92,/,106,86,82,57,89
O=[N+]([O-])c1ccc(N=Nc2c(S(=O)(=O)O)cc3cc(S(=O)(=O)O)ccc3c2O)c([N+](=O)[O-])c1,98,105,99,88,97,90,108,95
